Compound activity as filed in PubChem.
PfGluPho inh: PfG6PD (Plasmodium falciparum) enzyme inhibition | 0.78% of 350,000 active | PfGluPho enzyme, NADPH resazurin-diaphorase fluorescence | inhibition, % at 20 µM | AID 504690;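 active = inhibition reaching at least a set limit at 20 µM in the primary screen, cut at about 59% in these data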;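 note: 0% = DMSO wells with substrate and 100% = DMSO wells lacking glucose-6-phosphate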
NR3A LBD binder: modulates the human NR3A ligand-binding domain. NR3A LBD differential scanning fluorimetry, Tm shift; 0% = protein alone, 100% = glycine-bound protein. 2.5% of 340,000 active. Tm shift relative to glycine control, % at 25 µM;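 active = melting temperature shift of at least 10% of the positive control shift, at one fixed dose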
SENP6 block: SENP6 protease inhibition. Recombinant SENP6 catalytic domain, aminoluciferin luminescence. inhibition, % at 10 µM. 1.8% of 330,000 active. Q9GZR1;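 active = inhibition above about 50% at the single tested dose, limit read from the data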;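 note: plate controls were DMSO wells with enzyme for no effect and DMSO wells lacking enzyme for full effect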
ATG4B inhibitor: inhibitors of human ATG4B cysteine protease | inhibition, % at 8.33 µM | 0.51% of 340,000 active | ATG4B cleavage of LC3-PLA2, NBD-HPC fluorescence, 1 h; in the data active = inhibition above about 40%
Target sequence (Q9Y4P1 whole entry, looked up): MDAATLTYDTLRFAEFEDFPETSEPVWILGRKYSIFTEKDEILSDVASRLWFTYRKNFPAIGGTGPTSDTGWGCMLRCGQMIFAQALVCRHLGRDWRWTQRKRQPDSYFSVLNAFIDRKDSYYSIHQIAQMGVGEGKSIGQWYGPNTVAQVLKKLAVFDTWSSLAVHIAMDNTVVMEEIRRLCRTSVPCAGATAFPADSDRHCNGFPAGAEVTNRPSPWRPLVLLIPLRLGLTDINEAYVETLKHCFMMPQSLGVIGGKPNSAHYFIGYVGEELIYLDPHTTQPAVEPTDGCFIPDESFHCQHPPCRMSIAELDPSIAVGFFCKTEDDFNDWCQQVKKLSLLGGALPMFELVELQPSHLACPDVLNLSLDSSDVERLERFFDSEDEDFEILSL
MPTP inh: permeability transition pore inhibition; isolated mouse mitochondria, Ca2+ swelling absorbance, 30 min; inhibition, % at 10 µM; 1.4% of 360,000 active; AID 602449;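 active = inhibition of 50% or more, scaled per plate between neutral and stimulator controls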;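 note: 0% = DMSO wells given calcium and 100% = 1 mM EGTA wells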
hIAP activ: increases human intestinal alkaline phosphatase activity; P09923; purified human IAP, CDP-Star luminescence, 30 min; stronger effect = higher value; 1 = vehicle-only enzyme, 0 = enzyme-free background; activation factor at 10 µM; 0.16% of 330,000 active;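 active = activation factor of the enzyme at least 2-fold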; note: the source names both 10 and 20 µM as test concentration; values of inactives mirror those of a sister screen read the other way
SENP8 inh: inhibitors of human SENP8 protease; Q96LD8; inhibition, % at 20 µM; AID 602440; 0.64% of 360,000 active; recombinant SENP8, Nedd8 substrate fluorescence; in the data active = inhibition mostly above about 40%, no sharp cut-off; inactive = mostly below about 27%
Target sequence (Q96LD8 whole entry, looked up): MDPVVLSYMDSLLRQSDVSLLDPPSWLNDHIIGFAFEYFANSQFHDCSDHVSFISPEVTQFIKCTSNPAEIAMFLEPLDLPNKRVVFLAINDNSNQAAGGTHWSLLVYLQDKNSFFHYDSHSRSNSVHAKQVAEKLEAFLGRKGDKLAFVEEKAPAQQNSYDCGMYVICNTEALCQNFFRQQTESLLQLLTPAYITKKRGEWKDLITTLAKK
SENP1 inh: SENP1 (human) catalytic domain inhibition. Q9P0U3. recombinant SENP1 catalytic domain, CyPet-SUMO1-YPet FRET cleavage. inhibition, % at 10 µM. 0.21% of 360,000 active. AID 624204;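 active = inhibition at least 30% at 10 µM, raw YFP signal under a set limit, fluorescence ratio 0.5 to 1.5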;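 note: 0% = enzyme with DMSO and 100% = no enzyme wells; some results filed as inactive read as strong as hits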
Target sequence (Q9P0U3 419-644 limits assumed): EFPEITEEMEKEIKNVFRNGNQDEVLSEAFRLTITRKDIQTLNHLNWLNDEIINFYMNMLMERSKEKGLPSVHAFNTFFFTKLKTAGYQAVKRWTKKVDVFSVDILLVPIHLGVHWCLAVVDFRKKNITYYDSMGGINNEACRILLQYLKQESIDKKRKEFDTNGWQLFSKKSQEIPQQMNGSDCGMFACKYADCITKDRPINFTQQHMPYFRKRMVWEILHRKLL
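Compound: 10 µM single point, 0.5% DMSO; Test system: hSENP1 catalytic domain, recombinant; Timing: 50 min reaction at room temperature; Technique: FRET, CFP and YFP emission; Control set: no-enzyme wells low, DMSO-plus-enzyme wells high control.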
* marks the source's active call; other numbers are inactive results; nt = no result given.

SMILES	PfGluPho inh	NR3A LBD binder	SENP6 block	ATG4B inhibitor	MPTP inh	hIAP activ	SENP8 inh	SENP1 inh
CCOc1ccc(CN2CCNC(=O)C2CC(=O)O)cc1 (configuration not stated)	-22	1	12	-1	-0.7	0.94	5	0
COc1ccc(CN(C)C(=O)c2ccc(Oc3ccccc3)cc2)cc1F	-10	0	-3	-5	0.9	0.94	9	0
O=C(NCc1ccccn1)c1ccc2c(=O)n(CCc3ccccc3)c(=O)[nH]c2c1	-7	0	11	5	-0.6	1.1	-144	-4
CN(NS(=O)(=O)c1ccc(Br)cc1)c1nc(C(F)(F)F)nc2ccccc12	-36	2	-5	9	73*	1.1	2	-2
CN(C)CCNC=C(C(=O)Nc1ccc(Cl)cc1Cl)C(=O)Nc1ccc(Cl)cc1Cl	-10	13*	2	7	11	1	22	-5
O=C(Oc1ccccc1N1C(=O)CCC1=O)c1ccco1	-10	1	-2	-4	0.7	1	23	1
CCN(CC)C(=O)CSc1nc(OC)cc(=O)[nH]1	12	-2	4	-1	-0.2	0.96	14	1
COCCCNc1nc2nonc2nc1N1CCN(Cc2cccc(C)c2)CC1	-16	1	-2	-9	-2.6	1.1	-70	-151
CC1=Nc2ccccc2/C1=C/c1sc(=N)n(-c2nccs2)c1O	-10	2	-1	-1	0.0	1.1	1	-24
COc1ccc(-c2cc(C(=O)Nc3cccc(C(C)=O)c3)no2)cc1	4	0	0	-3	2.8	1.1	14	1

The last 2 compounds of the section above open the next one.
SMILES	PfGluPho inh	NR3A LBD binder	SENP6 block	ATG4B inhibitor	MPTP inh	hIAP activ	SENP8 inh	SENP1 inh
CC1=Nc2ccccc2/C1=C/c1sc(=N)n(-c2nccs2)c1O	-10	2	-1	-1	0.0	1.1	1	-24
COc1ccc(-c2cc(C(=O)Nc3cccc(C(C)=O)c3)no2)cc1	4	0	0	-3	2.8	1.1	14	1
Cc1ccc(C(=O)OCc2nc3ccccc3s2)o1	9	3	-3	1	-2.3	0.94	0	-4
CC(C)(C)Cc1nnc(NC(=O)CCc2ccccc2)s1	5	-2	16	-2	0.6	0.84	-1	-1
COC(=O)NNC(=O)C(C)Oc1ccc(Cl)cc1Cl (configuration not stated)	-8	-2	-8	1	0.1	0.83	2	-1
CN(C)CCN(C(=O)CCS(=O)(=O)c1ccccc1)c1nc2c(F)cccc2s1	5	0	12	-5	0.4	0.93	1	1
COc1cccc(Oc2ccc(C(F)(F)F)cc2N)c1	20	0	-16	10	-1.6	1	7	2
Cc1ccc(S(=O)(=O)CCC(=O)Nc2nc3c(s2)CCCC3)cc1	1	0	3	-4	-7.1	1	18	-5
CCn1c(-c2sc(-c3ccccc3)nc2C)n[nH]c1=S	30	2	2	-5	-0.8	0.87	-404	7
CN(CC(=O)Nc1ccc(Cl)cc1)C(=O)c1ccc(COc2ccccc2)cc1	-17	-2	18	-3	0.2	0.82	8	0
CC1(Br)C2CCCC1C2S(=O)(=O)c1ccccc1 (configuration not stated)	-14	0	-14	-1	-0.3	0.91	20	1
C=CCNC(=O)c1ccc2c3n(nc2c1)-c1ccccc1CO3	13	1	80*	-5	-0.3	0.91	-184	-1
CCOC(=O)c1cnn(-c2ccccc2)c1-n1cccc1C(=O)C(=O)Nc1ccccc1	13	-2	-10	-4	1.9	0.97	17	1
COC(=O)Cn1ncc2c(C)n(Cc3ccccc3)c(C)c2c1=O	16	2	-4	-2	0.7	1	-4	1
CN=C1SC(CC(=O)Nc2sc3c(c2C#N)CCCC3)C(=O)N1C (configuration not stated)	-7	1	-6	-7	-0.2	1.2	13	-1
Cc1ccc(N=Cc2sc(O)c3ccccc23)c(C)c1	28	1	-25	-11	4.0	0.88	-10	-24
Cc1nc2c(C)cccn2c1/C(O)=C1\C(=O)C(=O)N(CCN2CCOCC2)C1c1cccs1 (configuration not stated)	-9	-1	-5	0	2.9	0.92	10	-30
CC(C)C[C@H](NC(=O)N1CC(=O)Nc2ccccc21)C(=O)N[C@H](Cc1c[nH]c2ccccc12)C(=O)O	-6	-2	0	-15	-2.1	0.86	51*	-1
COc1cccc(N2CC(C)Cn3c2nc2c3c(=O)n(CCN3CCOCC3)c(=O)n2C)c1 (configuration not stated)	-15	0	-13	0	0.8	0.96	10	5
Cc1cc(C)n(C(=O)CCN2C(=O)c3ccccc3C2=O)n1	-12	0	-10	13	-0.3	0.9	-2	-1
CC(Sc1nnc(-c2cc3ccccc3o2)n1-c1ccccc1)C(=O)O (configuration not stated)	-14	-4	-15	-2	0.6	1.1	-87	2
CCCc1nc(SCC(=O)NCc2ccco2)c2c(=O)n(C)c(=O)n(C)c2n1	5	-3	-22	-6	-0.7	1	12	1
Oc1ccc(/C=N/n2c(C3CCCCC3)n[nH]c2=S)c(O)c1	32	-3	-3	-3	-0.5	1.3	23	-2
CCONC(=NC)c1nonc1N	-13	-2	-2	-1	2.0	0.99	-1	0
CC(C)[C@H](NC(=O)c1ccccc1)C(=O)OCC(=O)Nc1ccc(S(=O)(=O)N2CCOCC2)cc1	-3	-2	-6	-17	-1.0	1.1	5	0
CC(C)OC(=O)NS(=O)(=O)c1cccc([N+](=O)[O-])c1	-3	0	16	-4	-1.3	1	6	3
COc1cc(O)cc(O)c1C(=O)/C=C/c1ccccc1	-17	10	-9	-19	1.8	0.74	38	1
Cc1c(-n2cc(C(=O)c3cc(Cl)ccc3O)cc(C#N)c2=O)c(=O)n(-c2ccccc2)n1C	-2	1	-4	-8	-1.2	0.97	8	61*
Cc1cc(C(=O)Nc2c[nH]c(=O)[nH]c2=O)ccc1[N+](=O)[O-]	12	-5	-1	0	1.6	0.97	15	-17
CCOc1ccc(NC(=S)N2CCc3cc(OC)c(OC)cc3C2COc2ccc3c(C)cc(=O)oc3c2)cc1 (configuration not stated)	2	-19	-10	-9	2.6	0.99	-215	-3
O=c1cc(NCc2ccc3c(c2)OCO3)[nH]c(=O)n1-c1ccc(Cl)cc1	-12	0	-14	3	-2.2	0.97	16	-3
Cc1ccc(NC(=O)CC(NCCN2CCOCC2)C(=O)O)cc1Cl (configuration not stated)	-13	2	-4	2	0.1	1	9	-9
O=C(COc1ccccc1)NCC1COc2ccccc2O1 (configuration not stated)	17	3	-12	-6	-0.2	1.1	8	2
Cc1ccc(-c2nn(-c3ccccc3)cc2C(=O)Nc2cccc(S(=O)(=O)N3CCOCC3)c2)cc1	3	11*	10	-11	9.4	1.1	20	-1
Cc1cc(C)c(C(=O)/C=C/C=C/c2ccccc2)c(=O)[nH]1	9	-3	-14	-6	1.4	0.91	-79	-29
Cn1cc(CCC(=O)NCCCc2ccccc2)c2ccccc21	3	0	-7	-4	0.3	1.1	0	0
COc1ccccc1CC(=O)Nc1sc2c(c1C(N)=O)CCCC2	-2	0	-9	-1	-1.6	0.85	-20	-7
CCOc1cc(/C=N\NC(=O)Cn2nnc3ccccc32)ccc1O	18	-3	-1	-4	1.5	1	-1	3
COc1ccc(/C=N/NC(=O)CNS(=O)(=O)c2ccccc2)cc1	-1	1	-17	-4	0.0	1	9	2
O=C1OCC2=C1C(c1ccc(Cl)cc1)CC(=O)N2c1ccc(F)cc1 (configuration not stated)	-8	-1	-15	-1	-1.2	1.1	28	1
CN(C)S(=O)(=O)c1ccc(N2CCCC2)c(C(=O)NCC2CCCO2)c1 (configuration not stated)	-11	1	-2	2	-2.2	0.84	-19	-1
COC(=O)c1ccc(C2c3c(oc4ccc(F)cc4c3=O)C(=O)N2CCO)cc1 (configuration not stated)	-6	1	-14	-2	0.1	0.94	5	0

Profiles, quoted from the list. Values in the order: PfGluPho inh	NR3A LBD binder	SENP6 block	ATG4B inhibitor	MPTP inh	hIAP activ	SENP8 inh	SENP1 inh
COC(=O)Cn1ncc2c(C)n(Cc3ccccc3)c(C)c2c1=O is entered as 16	2	-4	-2	0.7	1	-4	1
Cc1cc(C)n(C(=O)CCN2C(=O)c3ccccc3C2=O)n1 is entered as -12	0	-10	13	-0.3	0.9	-2	-1
CCOc1ccc(NC(=S)N2CCc3cc(OC)c(OC)cc3C2COc2ccc3c(C)cc(=O)oc3c2)cc1 (configuration not stated) is entered as 2	-19	-10	-9	2.6	0.99	-215	-3
O=C1OCC2=C1C(c1ccc(Cl)cc1)CC(=O)N2c1ccc(F)cc1 (configuration not stated) is entered as -8	-1	-15	-1	-1.2	1.1	28	1
CCCc1nc(SCC(=O)NCc2ccco2)c2c(=O)n(C)c(=O)n(C)c2n1 is entered as 5	-3	-22	-6	-0.7	1	12	1

Further compounds
SMILES	PfGluPho inh	NR3A LBD binder	SENP6 block	ATG4B inhibitor	MPTP inh	hIAP activ	SENP8 inh	SENP1 inh
COC(=O)C1=C(C)N(Cc2ccccc2)C(=NCc2cc(OC)c(OC)c(OC)c2)N[C@H]1c1cccc(F)c1	18	0	-17	-6	3.5	0.91	-127	-18
c1ccc(Sc2ccncc2)cc1	12	nt	nt	nt	-0.5	nt	9	0
Cc1cc(C(F)(F)F)nc(SCC(=O)c2cccc([N+](=O)[O-])c2)n1	-3	10	-11	-7	-0.1	1.2	15	0
COc1ccc(C2=NN(CC(=O)Nc3cc(C)ccc3C)C(=O)CC2)cc1	21	0	-13	-6	-3.4	1.2	-8	-15
CC(/C=C/C=C/c1ccccc1)=N/NC(=O)CNc1ccc(C)cc1	7	-3	-5	7	7.7	0.84	-15	2
Cc1ccccc1OCc1nnc(SCC(=O)Nc2ccc3nc(SCC(=O)Nc4ccccc4)sc3c2)n1C	-16	17*	11	-4	3.8	1.2	2	-3
CC(NS(=O)(=O)CCNC(=O)c1ccccc1)c1ccccc1 (configuration not stated)	1	2	-12	-7	-1.5	1	13	2
NC(=O)c1cccnc1Nc1ccccc1F	-12	-1	-17	-10	0.4	1.7	18	0
CCOC(=O)c1sc(Nc2nc3ccc(OC)cc3s2)cc1C	31	16*	0	-7	15	1.2	-392	-67
COc1ccccc1NC(=O)C(C)NS(=O)(=O)c1ccc(F)cc1 (configuration not stated)	-7	-1	1	-5	-0.5	1.1	10	1
CCn1ccnc1CN(C)Cc1nc(-c2ccc(C(=O)OC)cc2)no1	7	-1	11	-10	4.6	1.2	7	-2
COc1ccccc1C(=O)NCc1ccc(-c2nc3ccccc3s2)cc1	-5	-7	-22	-2	-2.3	0.89	11	-1
C1=C(c2ccccc2)N2CCN=C2S1	-20	-9	-17	-1	0.2	1.1	-14	1
O=C(O)c1ccc(CSc2nc3ccccc3o2)cc1	-29	2	75*	-6	-2.1	0.99	13	0
O=C(O)c1ccc2c(c1)C(=O)N(c1ccc(OCc3ccccc3)cc1)C2=O	-42	1	-18	-6	-0.2	1.2	7	1
O=C1NC(c2ccccc2)=C(c2nc3ccccc3s2)C(c2ccc(O)cc2)N1 (configuration not stated)	3	-10	-14	-16	-0.9	1	-144	-1
C[C@H](NC(=O)c1nc[nH]c1C(=O)N[C@@H](CCCCN)C(=O)OC(C)(C)C)C(=O)OC(C)(C)C	4	-1	0	-11	0.3	1.1	11	-2
CCCn1c(N)c(C(c2ccc(C(=O)OC)cc2)N2CCN(c3ccccc3)CC2)c(=O)[nH]c1=O (configuration not stated)	3	-2	-22	-21	0.5	1	32	3
Cc1cc(Cl)ccc1OCC(=O)NCCC(=O)O	-10	2	-21	0	0.5	0.95	-7	4
O=C(c1cc(C2CC2)nn1-c1ccccc1)N1CCN(S(=O)(=O)c2c(F)cccc2F)CC1	7	0	-8	-11	-3.4	0.94	11	3
Cc1ccc(C)n1NC(=O)c1ccccc1	6	0	nt	-18	-0.7	nt	25	2
CC(C)(Oc1ccc(Cl)cc1)C(=O)NCC(c1ccco1)N1CCCCC1 (configuration not stated)	4	0	-11	6	36	1.1	-4	-3
CCn1cc(-c2nnnn2-c2ccc(Cl)cc2)c(=O)c2ccccc21	-8	0	-4	-11	0.1	0.89	7	5
CCN1CCCC1CNC(=O)c1[nH]c2ccc(OC)cc2c1C (configuration not stated)	7	-1	-19	-5	0.7	1.2	-288	-5
O=C(Cn1ncc(N2CCCC2)c(Br)c1=O)c1ccc(Cl)cc1	3	-5	-7	2	-0.8	0.98	11	5
CCCOC(=O)c1ccc(NC(=O)/C=C/c2cccs2)cc1	20	28*	75*	12	19	0.93	-36	2
O=C(CSc1nnnn1-c1cccc2ccccc12)NC(C(=O)O)(c1ccccc1)c1ccccc1	7	-1	-7	-6	1.5	1	-36	1
